PGE2 EP2 inh: inhibitors of human EP2 prostaglandin E2 receptor. C6 glioma cells expressing human EP2, cAMP TR-FRET; cells stimulated with saturating PGE2. inhibition, % at 25 µM. hit rate 0.52% among 260,000;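 active = percent inhibition above 40 after rounding to a whole number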;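 also: rat C6 glioma host cells with rolipram phosphodiesterase inhibitor present; the protocol text gives 20 µM as final concentration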
Target sequence (P43116 whole entry, looked up): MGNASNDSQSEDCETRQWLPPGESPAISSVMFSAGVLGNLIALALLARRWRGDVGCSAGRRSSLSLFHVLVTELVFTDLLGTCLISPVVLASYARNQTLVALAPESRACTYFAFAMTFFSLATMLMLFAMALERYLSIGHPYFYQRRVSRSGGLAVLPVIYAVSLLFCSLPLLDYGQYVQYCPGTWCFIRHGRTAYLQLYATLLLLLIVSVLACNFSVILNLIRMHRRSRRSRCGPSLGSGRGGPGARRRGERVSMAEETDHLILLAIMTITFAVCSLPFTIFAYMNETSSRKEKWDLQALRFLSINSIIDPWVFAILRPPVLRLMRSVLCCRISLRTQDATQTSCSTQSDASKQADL
EP2 mod: EP2 receptor (human) modulation; hit rate 0.83% among 260,000; P43116; AID 940; EP2-expressing cells, cAMP HTRF FRET, PGE2 co-stimulation; induction, % at 25 µM;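 active = compounds whose cAMP rise, as percent of the full-agonist control response, exceeds 60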;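 also: rat C6 glioma line stably carrying human EP2 under a CMV promoter; the protocol text gives 20 µM as final concentration; 100% = response of wells given 1 µM PGE2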
An asterisk follows results filed as active. This is a subset, so the mix of outcomes need not match the whole.

For CC1CCc2c(sc3nc(C4CC4)n4c(SCC(=O)NCc5ccco5)nnc4c23)C1 (centres undefined) the results were PGE2 EP2 inh 10 and EP2 mod 28.
COc1cccc(CNc2nc3ccccc3n2CCN2CCOCC2)c1 was read as PGE2 EP2 inh 10 and EP2 mod -67.
Screening O=C(NC1CCCCC1)N1CCN(C(=O)NC2CCCCC2)CC1 returned PGE2 EP2 inh 15 and EP2 mod -4.
For CCC(=O)N(CC(=O)Nc1ccc(Cl)c(Cl)c1)Cc1ccco1 the results were PGE2 EP2 inh 9 and EP2 mod -50.
For CCOc1ccc(-n2c(SCC(=O)NCc3ccccc3)nnc2-c2cccnc2)cc1 the results were PGE2 EP2 inh 9 and EP2 mod -34.
N=c1ccn2c(n1)O[C@@H]1[C@@H](O)[C@H](CO)O[C@@H]12 was read as PGE2 EP2 inh 13 and EP2 mod 20.
CC(=O)Nc1ccc(-c2nn3c(C)nnc3s2)cc1C was read as PGE2 EP2 inh 6 and EP2 mod -28.
O=C(O)c1ccc(CO)o1 was read as PGE2 EP2 inh 6 and EP2 mod 9.
OC(CN1CCC(O)(c2cccc(C(F)(F)F)c2)CC1)c1ccccc1 (centres undefined) was read as PGE2 EP2 inh 6 and EP2 mod -49.
Screening COc1ccccc1NC(=O)CSc1nnc(-c2ccccc2OC)n1C returned PGE2 EP2 inh 14 and EP2 mod -13.
`CCOC(=O)c1sc(NC(=O)CCCOc2ccccc2)nc1C` gave PGE2 EP2 inh 14 and EP2 mod 29.
For Cc1cc2nsnc2c2nsnc12 the results were PGE2 EP2 inh 16 and EP2 mod -11.
For COc1ccc2[nH]c(=O)c(CN(Cc3ccccc3OC)C(=O)Nc3ccccc3OC)cc2c1 the results were PGE2 EP2 inh 3 and EP2 mod 22.
`CN(C)C(=O)CN1C(=O)N2CCN=C2c2ccccc21` gave PGE2 EP2 inh 5 and EP2 mod -20.
CCn1c(CNc2cccc(Cl)c2)nnc1SCCN1CCOCC1 was read as PGE2 EP2 inh 10 and EP2 mod -30.
Screening COc1ccc(CNc2c(-c3ccccc3O)nc3cnccn23)cc1 returned PGE2 EP2 inh 10 and EP2 mod -81.
For Cc1cccc2cc(CN(Cc3cccs3)C(=S)Nc3ccc(F)cc3)c(=O)[nH]c12 the results were PGE2 EP2 inh 7 and EP2 mod -7.
Screening CCn1c(SCC(N)=O)nc2sc(C)c(C)c2c1=O returned PGE2 EP2 inh 19 and EP2 mod -106.
`O=C(CN1C(=O)N2CCN=C2c2ccccc21)N1CCCC1` gave PGE2 EP2 inh 12 and EP2 mod -26.
For COc1cc(OC)cc(-n2nnnc2SCC(=O)N2CCN(C)CC2)c1 the results were PGE2 EP2 inh 11 and EP2 mod 52.

A draw from above in order of molar mass, low to high.
`CN(C)C(=O)CN1C(=O)N2CCN=C2c2ccccc21` gave PGE2 EP2 inh 5 and EP2 mod -20.
Screening CCn1c(SCC(N)=O)nc2sc(C)c(C)c2c1=O returned PGE2 EP2 inh 19 and EP2 mod -106.
For COc1cc(OC)cc(-n2nnnc2SCC(=O)N2CCN(C)CC2)c1 the results were PGE2 EP2 inh 11 and EP2 mod 52.
CCn1c(CNc2cccc(Cl)c2)nnc1SCCN1CCOCC1 was read as PGE2 EP2 inh 10 and EP2 mod -30.
For COc1ccc2[nH]c(=O)c(CN(Cc3ccccc3OC)C(=O)Nc3ccccc3OC)cc2c1 the results were PGE2 EP2 inh 3 and EP2 mod 22.

Next records
Screening O=C(Nc1ncnc2sc3c(c12)CCCCC3)c1cccs1 returned PGE2 EP2 inh 3 and EP2 mod -2.
Cc1ccc(-c2cc(C(F)F)n3ncc(C(=O)N4CCCC4)c3n2)cc1 was read as PGE2 EP2 inh 19 and EP2 mod -89.
For CC(CN(C)C)CN1c2ccccc2Sc2ccccc21 (centres undefined) the results were PGE2 EP2 inh 10 and EP2 mod -14.
COCCn1nnnc1CN(Cc1ccc(OC)cc1)Cc1cc2c(C)ccc(C)c2[nH]c1=O was read as PGE2 EP2 inh 4 and EP2 mod -45.
`Cn1c(-c2ccc(Br)cc2)cnc1NC(=O)C1(C)CCCO1` (centres undefined) gave PGE2 EP2 inh 7 and EP2 mod -17.
CC[C@@H](Cn1ncc2ccccc2c1=O)NC(=O)Cc1ccccc1F was read as PGE2 EP2 inh 2 and EP2 mod -40.
COCCCN1C(=O)C(=O)/C(=C(\O)c2ccc(OC)cc2)C1c1cccc2ccccc12 (centres undefined) was read as PGE2 EP2 inh 21 and EP2 mod 18.
Screening CC(NS(=O)(=O)c1ccc(Br)cc1)C(=O)NCC1CCCO1 (centres undefined) returned PGE2 EP2 inh 17 and EP2 mod 2.
Screening COc1cc2cc(C)c(SCC(=O)Nc3ccccc3Br)nc2cc1OC returned PGE2 EP2 inh 19 and EP2 mod 48.
For c1ccc(NCCSc2nc3ccccc3s2)cc1 the results were PGE2 EP2 inh 9 and EP2 mod 33.
`Cc1ccc(NC(=O)Cn2cnc([N+](=O)[O-])c2)cc1C` gave PGE2 EP2 inh 6 and EP2 mod -3.
Screening Cc1cccc2cc(CN(CCO)C(=O)Nc3ccccc3F)c(=O)[nH]c12 returned PGE2 EP2 inh 13 and EP2 mod -24.
`O=c1sc(=O)c2sc3c(=O)sc(=O)c3sc12` gave PGE2 EP2 inh 23 and EP2 mod -27.
Screening N#CC1=C(N)SC(N)=C(C#N)C1c1cccc(Br)c1 returned PGE2 EP2 inh 19 and EP2 mod -47.
Screening O[C@@H](c1cc(C(F)(F)F)nc2c(Cl)cc(Cl)cc12)[C@@H]1CCCCN1 returned PGE2 EP2 inh 58* and EP2 mod 14.
Screening O=C(Nc1ccccc1C(=O)Nc1ccc2ccccc2c1)c1cccs1 returned PGE2 EP2 inh 11 and EP2 mod 28.
CC(=O)OC/C=C(\C)CC/C=C(\C)CC/C=C(\C)CC/C=C(\C)CC/C=C(\C)CC/C=C(\C)CC/C=C(\C)CC/C=C(\C)CCC=C(C)C was read as PGE2 EP2 inh 6 and EP2 mod -2.
CC(=O)N1CCN(Cc2cc3c(C)nn(-c4ccc(F)cc4)c3[nH]c2=O)CC1 was read as PGE2 EP2 inh 9 and EP2 mod 8.
For O=C1CN(Cc2nc(-c3cccnc3Cl)no2)CCN1 the results were PGE2 EP2 inh 4 and EP2 mod 10.
O=C(C1CCCO1)N1N=C(c2cccs2)CC1c1ccc(F)cc1 (centres undefined) was read as PGE2 EP2 inh 14 and EP2 mod 18.

Next part (5 carried over from the part before).
Screening O=C(Nc1ccccc1C(=O)Nc1ccc2ccccc2c1)c1cccs1 returned PGE2 EP2 inh 11 and EP2 mod 28.
CC(=O)OC/C=C(\C)CC/C=C(\C)CC/C=C(\C)CC/C=C(\C)CC/C=C(\C)CC/C=C(\C)CC/C=C(\C)CC/C=C(\C)CCC=C(C)C was read as PGE2 EP2 inh 6 and EP2 mod -2.
CC(=O)N1CCN(Cc2cc3c(C)nn(-c4ccc(F)cc4)c3[nH]c2=O)CC1 was read as PGE2 EP2 inh 9 and EP2 mod 8.
For O=C1CN(Cc2nc(-c3cccnc3Cl)no2)CCN1 the results were PGE2 EP2 inh 4 and EP2 mod 10.
O=C(C1CCCO1)N1N=C(c2cccs2)CC1c1ccc(F)cc1 (centres undefined) was read as PGE2 EP2 inh 14 and EP2 mod 18.
`OC1(c2ccccc2F)CCN(Cc2ccnn2C2CCCCO2)CC1` (centres undefined) gave PGE2 EP2 inh 6 and EP2 mod -29.
O=C(NCC1CCCO1)C(c1ccccc1)N(C(=O)Cn1nnc2ccccc21)C1CCCCC1 (centres undefined) was read as PGE2 EP2 inh 8 and EP2 mod -26.
CN(C(=O)c1cc(-c2ccccc2)on1)C1CCCCC1 was read as PGE2 EP2 inh 8 and EP2 mod 14.
`CC1(C)CC(N(Cc2cccnc2)Cc2ccccc2F)CC(C)(C)N1` gave PGE2 EP2 inh 6 and EP2 mod -19.
`Cc1cc(C)c2nc3sc4c(SCC(=O)NCc5cccs5)ncnc4c3cc2c1` gave PGE2 EP2 inh 18 and EP2 mod 3.
For CCn1cc(S(=O)(=O)N2CCc3[nH]nc(-c4ccccc4F)c3C2)c(C)n1 the results were PGE2 EP2 inh 6 and EP2 mod -76.
Cc1cc2c(c(=O)o1)C(c1cccc(C(F)(F)F)c1)C(C(=O)OC(C)C)=C(N)O2 (centres undefined) was read as PGE2 EP2 inh 17 and EP2 mod 35.
COc1ccc(C2(NC(=O)Cc3nonc3C)CCCCC2)cc1 was read as PGE2 EP2 inh 6 and EP2 mod -45.
CC(C)c1nnc(SCC(=O)N2CCCc3ccccc32)n1C was read as PGE2 EP2 inh 6 and EP2 mod -27.
Screening Cc1nnc(Nc2ccccn2)[nH]c1=O returned PGE2 EP2 inh 6 and EP2 mod 2.
O=C(O)c1cccc(SSc2cccc(C(=O)O)c2)c1 was read as PGE2 EP2 inh 9 and EP2 mod 24.
For CCC(c1nnnn1C(C)(C)C)N(Cc1ccc2c(c1)OCO2)Cc1cc2ccc(C)cc2[nH]c1=O (centres undefined) the results were PGE2 EP2 inh 16 and EP2 mod 20.
`CCOC(=O)CNC(=O)CSc1ncnc2scc(-c3ccc(Cl)cc3)c12` gave PGE2 EP2 inh 14 and EP2 mod -121.
C=C(Br)CN(C)CC(=C)Br was read as PGE2 EP2 inh 12 and EP2 mod 14.
Screening COc1ccc(S(=O)(=O)N2CCC(C(=O)Nc3ccc(Cl)cc3)CC2)cc1OC returned PGE2 EP2 inh 10 and EP2 mod -57.
For COc1ccc2cc(CN(Cc3ccccc3)Cc3nnnn3CC3CCCO3)c(=O)[nH]c2c1 (centres undefined) the results were PGE2 EP2 inh 13 and EP2 mod -14.
Screening N#Cc1cnn2c(C(F)(F)F)c3c(nc12)CCC3 returned PGE2 EP2 inh 10 and EP2 mod -19.
`COc1ccc(CCNC(=O)CN2CCC(n3nnc4cc(C)ccc43)CC2)cc1OC` gave PGE2 EP2 inh 5 and EP2 mod -61.
CCOc1ccccc1NC(=O)CSc1nc(-c2ccccc2)nc2ccccc12 was read as PGE2 EP2 inh 6 and EP2 mod 61*.
`COc1ccccc1NC(=O)N(Cc1cccs1)Cc1cc2cccc(C)c2[nH]c1=O` gave PGE2 EP2 inh 7 and EP2 mod -9.
Screening Cc1nc(NC(=O)CCCOc2ccc(Cl)cc2)sc1C returned PGE2 EP2 inh 17 and EP2 mod -13.
`O=C(CSc1nnc(-c2ccccc2)o1)N(C1CCCCC1)C1CCCCC1` gave PGE2 EP2 inh 16 and EP2 mod 76*.
Screening O=C(NCCc1nc(-c2cccnc2)n[nH]1)C1c2ccccc2Oc2ccccc21 returned PGE2 EP2 inh 6 and EP2 mod -81.
CN(C(=O)CN1CCC(NC(=O)Nc2ccc(C(F)(F)F)cc2)CC1)C1CCCCC1 was read as PGE2 EP2 inh 11 and EP2 mod 17.
`CC1CCCC(C)N1C(=O)CSc1nnc(-c2ccc3c(c2)OCO3)n1C` (centres undefined) gave PGE2 EP2 inh 6 and EP2 mod -4.
For CC1CCc2cc(F)ccc2N1C(=O)CSc1nc2cc3c(cc2cc1C#N)OCO3 (centres undefined) the results were PGE2 EP2 inh 16 and EP2 mod 15.
`CCOC(=O)N1CC=C2C(C#N)=C(N)C(C#N)(C#N)C(CCc3ccccc3)C2C1` (centres undefined) gave PGE2 EP2 inh 10 and EP2 mod 24.
O=C(Nc1cccc(Cl)c1Cl)C1CCN(C(=O)c2cccs2)CC1 was read as PGE2 EP2 inh 9 and EP2 mod -31.
Cc1ccc(-c2cc(C(F)F)n3ncc(C(=O)N4CCCCCC4)c3n2)cc1 was read as PGE2 EP2 inh 9 and EP2 mod -54.
For NC(N)=NC[C@@H]1CCCCCCN1 the results were PGE2 EP2 inh 12 and EP2 mod -2.
Screening Cc1ccccc1C(=O)Nc1ccc(N2CCN(S(C)(=O)=O)CC2)cc1 returned PGE2 EP2 inh 5 and EP2 mod -9.
C=C/C=C(\C=C/C)C1(C(=O)Nc2nnc(C)s2)CCOCC1 was read as PGE2 EP2 inh 14 and EP2 mod -5.
Screening CC1CCCN(C(=O)Cn2nnc(-c3ccc(N(C)C)cc3)n2)C1 (centres undefined) returned PGE2 EP2 inh 8 and EP2 mod -41.
S=C(Nc1ccccc1)N1CCC(c2nc3ccc(Cl)cc3[nH]2)CC1 was read as PGE2 EP2 inh 11 and EP2 mod -18.
For Cc1cccc(-c2n[nH]c(=S)o2)c1 the results were PGE2 EP2 inh 41* and EP2 mod 36.
`CC(C)(C)C1CC=C2C(C1)C(c1ccc(Cl)s1)C(C#N)=C(N)C2(C#N)C#N` (centres undefined) gave PGE2 EP2 inh 23 and EP2 mod -11.
For CCc1nn(CC(=O)N2CCCCC2C)c(=O)c2cc3oc(C)cc3n12 (centres undefined) the results were PGE2 EP2 inh 4 and EP2 mod -6.
O=C(Nc1cccc(F)c1)C1COc2ccccc2O1 (centres undefined) was read as PGE2 EP2 inh 6 and EP2 mod -46.
COc1ccc(S(=O)(=O)N2CCc3ccccc3C2)c(C)c1C was read as PGE2 EP2 inh 15 and EP2 mod -91.
`Cc1ccc2cc(CN(C(=O)C3CCC3)C3CCCC3)c3nnnn3c2c1C` gave PGE2 EP2 inh 13 and EP2 mod 56.
For O=C(c1cccs1)N1CCN(C2CCCCCC2)CC1 the results were PGE2 EP2 inh 6 and EP2 mod -25.
Screening Cc1cc(C)c(NC(=O)CSc2nnc(-c3ccco3)n2C)c(C)c1 returned PGE2 EP2 inh 16 and EP2 mod -20.
Screening CC1(C)Cc2ccccc2-c2[nH][nH]c(=O)c21 returned PGE2 EP2 inh 5 and EP2 mod -49.
`CCCn1c(SCC(=O)OC2CCCCC2)nc2c1c(=O)n(C)c(=O)n2C` gave PGE2 EP2 inh 4 and EP2 mod -65.
CC(=O)c1ccc(NC(=O)CSc2nnc(NC(=O)C3CCC3)s2)cc1 was read as PGE2 EP2 inh 6 and EP2 mod -32.
O=S(=O)(Nc1ccc(Cl)c(Cl)c1)c1cccs1 was read as PGE2 EP2 inh 10 and EP2 mod -6.
Screening Nc1nc2n(n1)C(c1cccc3ccccc13)CC(c1ccc(F)cc1)N2 (centres undefined) returned PGE2 EP2 inh 16 and EP2 mod -81.

Assay outcomes as filed in PubChem.
